Source: PubChem BioAssay (National Center for Advancing Translational Sciences (NCATS))
FEN1 inh: blocks human flap endonuclease 1; AID 588795; Potency, µM (top dose mostly 114 µM), for the others: at the highest dose activity change, negative = inhibition, hits mostly inhibitors; actives 0.35% (n = 390,000); P39748; Recombinant FEN1 flap cleavage, fluorescence, 15 min; further: nearly all actives have a fitted effect of over 65% in size
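FEN1 at 10 nM preincubated with compounds 15 min at room temperature, then flap DNA substrate added at 50 nM final. Signal read at 0 and 15 min; concentration-response fitted with four-parameter Hill equation.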
N370S GC mod: inhibitors or activators of N370S glucocerebrosidase for Gaucher disease; N370S GC spleen homogenate, 4MU-glucoside fluorescence; Potency, µM (series often up to 59.4 µM), inactives show at the top dose activity change, negative = inhibition, most hits filed as inhibitors; actives 0.092% (n = 330,000); AID 2101;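 further: 0% = full enzyme activity and -100% = no enzyme basal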
GCN5L2 inh: inhibitors of human GCN5L2 histone acetyltransferase. Q92830. GCN5L2 HAT assay, ThioGlo1 CoA-SH fluorescence. Potency, µM (highest dose often 58.9 µM), without a hit: top-dose activity change, negative = inhibition, hits mostly inhibitors. actives 0.21% (n = 390,000)
Target sequence (Q92830 whole entry, looked up): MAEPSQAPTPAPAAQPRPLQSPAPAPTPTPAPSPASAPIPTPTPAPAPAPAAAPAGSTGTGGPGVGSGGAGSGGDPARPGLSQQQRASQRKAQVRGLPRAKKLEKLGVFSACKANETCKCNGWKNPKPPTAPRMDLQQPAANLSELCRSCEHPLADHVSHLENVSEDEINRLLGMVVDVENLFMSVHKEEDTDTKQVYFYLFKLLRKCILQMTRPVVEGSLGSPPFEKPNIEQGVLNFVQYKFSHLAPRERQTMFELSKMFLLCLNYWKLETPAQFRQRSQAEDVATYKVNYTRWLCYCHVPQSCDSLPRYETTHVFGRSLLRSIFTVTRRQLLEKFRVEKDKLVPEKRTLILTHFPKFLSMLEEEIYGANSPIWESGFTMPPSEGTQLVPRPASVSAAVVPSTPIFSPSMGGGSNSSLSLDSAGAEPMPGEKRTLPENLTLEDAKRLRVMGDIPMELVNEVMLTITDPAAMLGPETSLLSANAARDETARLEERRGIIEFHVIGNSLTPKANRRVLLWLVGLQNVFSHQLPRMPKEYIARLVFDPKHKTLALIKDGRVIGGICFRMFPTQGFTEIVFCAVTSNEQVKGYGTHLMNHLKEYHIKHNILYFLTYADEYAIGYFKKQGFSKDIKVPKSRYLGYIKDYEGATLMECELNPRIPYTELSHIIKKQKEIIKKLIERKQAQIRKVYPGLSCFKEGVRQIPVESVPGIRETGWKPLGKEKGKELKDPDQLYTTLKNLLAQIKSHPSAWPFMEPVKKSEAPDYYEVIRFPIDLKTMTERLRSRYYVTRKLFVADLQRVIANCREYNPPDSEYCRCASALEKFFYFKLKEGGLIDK
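Free CoA generated was detected with ThioGlo1 (50uM) fluorescence at Ex340nm/Em540nm, read immediately and after 20 min at room temperature. Enzyme, 20 nM in HEPES pH 7.5 buffer, saw compounds 15 min before adding 75uM H3(1-25) peptide and 70uM acetyl-CoA.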
The depositor's hits bear a star; ? = inconclusive; · = no result given; & = joins results of further samples. The call rests on the fitted dose curve; in most records, active means well fitted curve in the direction sought with a large enough effect; inconclusive means small, poorly fitted or top-dose-only effect, or another doubt; inactive means no such curve, though single readings can be large; an effect the other way counts as inactive or inconclusive. Unless noted, on the % scale 0 is the no-effect control and ±100 the full control effect; potency means the concentration at half of the fitted maximal effect. Some of the compounds tested; rates above refer to the full screens.

structure,FEN1 inh,N370S GC mod,GCN5L2 inh
O=C(NNC(=O)c1ccccc1[N+](=O)[O-])c1ccccc1[N+](=O)[O-],-2%,2%,-14%
CCCC(=O)Nc1ccc(NC(=S)NC(=O)c2cccs2)cc1,-6%,-6%,-3%
CCN(c1ccccc1)S(=O)(=O)c1cccc(C(=O)OCc2nc3sc(C)c(C)c3c(=O)[nH]2)c1,1%,4%,5%
CCOC(=O)c1c(NC(=O)c2cccs2)sc(C)c1C,4%,12%,-4%
Cc1ccc(C(C)C)cc1OCCN1CCCC1,0%,-10%,-2%
COc1ccc(-c2csc(Nc3ccccn3)n2)cc1,-7%,-11%,-7%
Cc1cc(Cn2nnc3ccccc32)c(O)c(C(C)(C)C)c1,-7%,2%,-21%
O=C1OCCN1C(=O)[C@H]1[C@H](c2ccc(F)cc2)C(c2cccc(Cl)c2)=NN1c1ccc(Br)cc1,1%,?,?
Cc1cnc(NC(=O)c2ccc(-c3nc4ccccc4s3)o2)s1,-10%,18%,-6%
Cc1ccc2[nH]c(=O)c(COC(=O)c3ccccn3)cc2c1,-2%,1%,-8%
Cc1ccc(N(CC(=O)NC2CCCC2)C(=O)CNC(=O)c2cccs2)cc1C,1%,?,-4%
Cc1cccc(/C=C2\Sc3ccc(C(=O)N4CCCCC4)cc3N(C)C2=O)c1,2%,15%,-20%
Cc1cc(Br)c(NC(=O)C(C)Sc2nnnn2C)c(Br)c1 (stereo not given),-2%,·,2%
CC(C)c1ccc(CN2CCN(C(=O)CSc3nnnn3C3CC3)CC2)cc1,-8%,·,1%
CC1(C)NC(=O)N(CCCSc2ccc(Cl)cc2)C1=O,4%,-3%,0%
Cc1ccccc1-n1nc2c(c1NC(=O)/C=C\c1ccc3c(c1)OCO3)CSC2,-5%,5%,-9%
Cc1ccc(S(=O)(=O)NCC(=O)NCC(=O)NC(C)c2ccccc2Br)cc1C (stereo not given),-2%,-1%,-1%
Cc1ccc(C(C(=O)NC(C)(C)C)N(Cc2cccs2)C(=O)c2ccc3c(c2)OCCO3)cc1 (stereo not given),10%,20%,-3%
O=S(=O)(NCC(c1ccccc1)N1CCC(O)CC1)c1ccc(Cl)cc1 (stereo not given),-14%,-21%,-1%
OCCC1CN(Cc2cccn2-c2cccnc2)CCN1CCc1ccccc1 (stereo not given),20%,-14%,-7%
CCOc1ccc(CCNC(=O)CN2C(=O)NC3(CCc4ccccc43)C2=O)cc1OCC (stereo not given),7%,-1%,-6%
NC(=O)c1ccc(-n2nnnc2SCC(=O)c2ccc(O)c(O)c2)cc1,-13%,?,-14%
CSc1nc2ncc3c(n2n1)CC(C)(C)CC3=O,-2%,-3%,-6%
COc1ccccc1NC(=O)c1ccc(NC(=O)COC(=O)c2cncc(Br)c2)cc1,-13%,·,-7%
CCc1c(C)nc(N2CCN(c3ccc(OC)cc3)CC2)[nH]c1=O,-11%,-4%,-9%
Cc1ccc2c(c1)-c1cc(C)nn1C(c1ccc3c(c1)OCO3)N2 (stereo not given),?,13%,-24%
Cc1ccccc1CN1C(=O)c2ccccc2Sc2ccc(C(=O)NCCCN3CCOCC3)cc21,17%&-7%,11µM*,-15%&-2%
Cc1ccc(S(=O)(=O)c2nc(-c3ccco3)oc2SCC(N)=O)cc1,-10%,-2%,1%
O=C(COC(=O)c1ccco1)Nc1nc2ccc([N+](=O)[O-])cc2s1,-5%,-28%,-7%
CCCCN1C(=O)/C(=C(/C#N)C(=O)N2CCCC2)c2ccccc21,-18%,5%,9%

Reprinted from the part before: 4 entries; new compounds follow.
structure,FEN1 inh,N370S GC mod,GCN5L2 inh
Cc1ccccc1CN1C(=O)c2ccccc2Sc2ccc(C(=O)NCCCN3CCOCC3)cc21,17%&-7%,11µM*,-15%&-2%
Cc1ccc(S(=O)(=O)c2nc(-c3ccco3)oc2SCC(N)=O)cc1,-10%,-2%,1%
O=C(COC(=O)c1ccco1)Nc1nc2ccc([N+](=O)[O-])cc2s1,-5%,-28%,-7%
CCCCN1C(=O)/C(=C(/C#N)C(=O)N2CCCC2)c2ccccc21,-18%,5%,9%
CCc1cc2c(cc3c(=O)n(CC(=O)NCCc4ccccc4)ncn32)s1,2%,·,-6%
COc1cccc(Cn2c(=O)c(-c3ccc(F)cc3)nc3cnc(N4CCNCC4)nc32)c1,·,-22%,-16%
CCOc1ccc(CCNC(=O)c2nn(-c3ccc(OC)cc3)c(=O)c3c2c2ccccc2n3C)cc1OCC,-8%,·,-8%
COc1ccc(CCNC(=O)c2cc(S(=O)(=O)N3CCOCC3)cn2C)cc1OC,19%,-29%,3%
C/C(=N\N1CCN(c2ccccc2)CC1)c1ccco1,10%,4%,-5%
Cc1ccc(NC(=O)C[n+]2cc(-c3ccccc3)n3c2CCC3)c(C)c1,0%,-3%,-26%
COc1ccc(CC(=O)Nc2nc(C)cs2)cc1,4%,9%,-6%
Cc1nc(C)c(C(=O)N/N=C/c2ccco2)s1,-2%,-10%,-14%
Cc1ccc(C2N(c3nccs3)C(=O)C3CCCN32)cc1 (stereo not given),-13%,20%,1%
N[C@@H](CO)c1nnc([C@H](CCC(=O)O)NC(=O)C2CCNCC2)o1,-2%,1%,3%
N#Cc1c(NC(=O)CSc2ncnc3sccc23)oc(-c2ccco2)c1-c1ccco1,?,10%,?
Cc1ccc(NC(=O)c2cc(S(=O)(=O)NC3CCCCCC3)ccc2F)cc1F,-22%,·,-2%
Cc1ccc(Cc2c(C)[nH]c(=S)[nH]c2=O)cc1,10%,-6%,25%
Cc1cccc(NC(=S)NN2CCN(C)CC2)c1,-2%,0%,8%
COC(=O)c1cc(Cl)c(NC(=O)c2cc(OC)c(OC)c(OC)c2)cc1OC,-2%,-7%,-1%
COc1cc(Cl)c(C)cc1NC(=O)CSc1nnc(CCC(=O)O)c(=O)[nH]1,-2%,4%,-5%
CCN(CC)c1ccc(S(=O)(=O)N2CCOCC2)cc1NC(=O)CN1CCN(Cc2ccccc2)CC1,-1%,-13%,-17%
CCOc1ccc(N(C(C)C(=O)NN=C2CCCCCCC2)S(C)(=O)=O)cc1 (stereo not given),0%,-3%,-5%
COc1ccc(Oc2ncc3ncc(=O)n(-c4ccc(OC)cc4)c3n2)cc1,·,-9%,-10%
CN1C(=S)SC(C)(C)C1NO (stereo not given),0%,0%,-8%
COc1ccnc(N2CCN(c3cccc(C(F)(F)F)c3)CC2)c1C#N,-6%,6%,-1%
CC(CCc1ccccc1)NC(=O)CNC(=O)N1CC(=O)Nc2ccccc21 (stereo not given),15%,-3%,27%
COCCn1c(SCC(=O)NNC(=O)c2ccccc2)nc2ccccc2c1=O,-5%,2%,-2%
CCCCN(CC)CCNc1ncnc2onc(-c3ccc(Cl)cc3)c12,-4%,·,3%
CCN1C(=O)[C@H]2[C@@H](c3ccc(-c4cc(C(C)=O)cs4)cc3)N[C@@](Cc3ccccc3)(C(=O)OC)[C@H]2C1=O,-8%,·,2%
COc1ccccc1NS(=O)(=O)c1ccc(C(=O)N2CC(C)OC(C)C2)cc1 (stereo not given),-4%,·,3%
O=C1Cc2ccccc2C(=O)N1CCc1ccccc1,-13%,4%,-14%
Cc1cccc(C)c1NC(=O)COC(=O)c1ccc2[nH]c3c(c2c1)CCCC3,19%,-11%,-7%
Cc1c(C)n(C)c2ccc(C(=O)NCCc3ccc(Cl)cc3)cc12,0%,·,4%
O=C(CN(c1ccccn1)S(=O)(=O)c1ccc(F)cc1)Nc1ccccc1,-2%,12%,-5%

Carrying on:
structure,FEN1 inh,N370S GC mod,GCN5L2 inh
COc1ccc(S(=O)(=O)N2CCCOC2CNC(=O)C(=O)NCCCN2CCOCC2)cc1 (stereo not given),-5%,-4%,-4%
O=C(O)c1ccccc1-c1nc2ccccc2n1-c1ccccc1,-2%,1%,0%
NC(=O)c1ccc(NC(=O)COC(=O)CNC(=O)c2sc3ccccc3c2Cl)cc1,-5%,·,-16%
O=C(CNC(=O)Cc1ccccc1)NCC(=O)OCc1ccc(C(=O)c2ccccc2)cc1,-21%,1%,-3%
Cc1cc(C)nc(N2CCC(C(=O)NC3CCCc4ccccc43)CC2)n1 (stereo not given),8%,0%,-1%
Cc1ccc(S(=O)(=O)c2c(C)nn(C(C)(C)C)c2OC(=O)C(C)(C)C)cc1,-10%,21%,-9%
CCc1nn(CC(=O)NCCc2ccc(SC)cc2)c(=O)c2cc3sccc3n12,-6%,·,-2%
COc1ccc(S(=O)(=O)/N=C2/NC(=O)/C(=C\c3cc(OC)c(OC)cc3[N+](=O)[O-])S2)cc1,6%,1%,-10%
CCc1cccc(NC(=O)CCCn2c(=O)[nH]c3ccsc3c2=O)c1,-7%,-6%,-2%
O=C(Oc1ccc(Br)cc1C(=S)N1CCCC1)c1ccccc1F,12%,4%,-6%
O=C(O)CC(NNC(=O)c1ccccc1)C(=O)Nc1cccc([N+](=O)[O-])c1 (stereo not given),-4%,8%,1%
CCOC(=O)C(C)On1c(-c2ccc(Cl)cc2)nc2ccc([N+](=O)[O-])cc21 (stereo not given),-24%,7%,0%
Cc1nn(-c2ccccc2)c2sc(C(=O)Nc3cccc(O)c3)cc12,-2%,·,-9%
COc1cccc(OC)c1-c1nn2c(-c3ccccc3Cl)nnc2s1,-1%,?,-7%
O=C1OCC=C1NNC(=O)c1cccnc1,1%,-10%,0%
Cc1ccc(NC(=O)C2CCC(CNc3c(N4CCC(C)CC4)c(=O)c3=O)CC2)cc1F (stereo not given),4%,6%,?
CCc1nc(SCC(=O)c2ccccc2)c2c(=O)n(C)c(=O)n(C)c2n1,13%,-6%,-13%
CCOC(=O)Cc1nnc(NC(=O)CC)s1,6%,3%,1%
CC(=O)c1ccc(N2CCN(C(=O)CNS(=O)(=O)c3ccc4c(c3)OCCCO4)CC2)c(F)c1,-1%,-2%,-11%
Cc1ccc(NC(=S)N2CCC(NC(=O)c3ccco3)CC2)cc1C,-14%,-5%,-1%
Cc1ccc(CNc2nc3c(S(=O)(=O)c4ccc(C)c(C)c4)nnn3c3ccc(Cl)cc23)cc1,15%,·,-1%
COc1c(N2CCN(C(=S)Nc3ccc(F)cc3)C(C)C2)c(F)cc2c(=O)c(C(=O)O)cn(C3CC3)c12 (stereo not given),-5%,0%,-4%
CC12CC3CC(C)(C1)CC(C(=O)Nc1nncs1)(C3)C2,-1%,3%,-9%
CC(/C=N/NC(=O)c1nnn(-c2nonc2N)c1CN(C)C)=C\c1ccco1,-2%,-18%,-7%
Cc1ccccc1-c1nnc(SCC(=O)N2CCCc3ccccc32)o1,10%,·,-10%
Cc1cccc(C)c1NC(=O)C1(NC(=O)C2CCCN2C(=O)OC(C)(C)C)CCCCC1 (stereo not given),-8%,-12%,17%
Cn1c(CO)cnc1S(=O)(=O)Cc1ccc(Cl)cc1,-20%,-4%,-9%
O=C(CSc1ccc(Cl)cc1)Nc1ccc(C2SCCS2)cc1,0%,27%,-4%
CCCn1cc(SCC(=O)Nc2nnc(C)s2)c2ccccc21,19%,-18%,-1%
CCN(C(=O)Cn1c(=O)n(CC2CCC(C(=O)NC)CC2)c(=O)c2sccc21)c1ccccc1 (stereo not given),3%,·,-1%

Fetched one by one from the entries so far, 2 records:
structure,FEN1 inh,N370S GC mod,GCN5L2 inh
O=C(CNC(=O)Cc1ccccc1)NCC(=O)OCc1ccc(C(=O)c2ccccc2)cc1,-21%,1%,-3%
COc1ccc(S(=O)(=O)/N=C2/NC(=O)/C(=C\c3cc(OC)c(OC)cc3[N+](=O)[O-])S2)cc1,6%,1%,-10%

Later entries.
structure,FEN1 inh,N370S GC mod,GCN5L2 inh
O=C(c1cccc2ccccc12)C1CCCN(C(=O)CCN2CCCO2)C1 (stereo not given),-7%,-5%,-1%
Cc1ccc(CNC(=O)c2oc3ccc(S(=O)(=O)N4CCOCC4)cc3c2C)cc1,-9%,-1%,-2%
C=CCNc1nc(-c2c(C)nc3sccn23)cs1,-5%,0%,3%
COc1ccc(Cn2c(CCC(=O)Nc3ccccc3OC)nc3cccnc32)cc1,-1%&-2%,?,-2%&-9%
Cc1ccc(N2CC(O)(c3cccs3)[N+]3=C2CCCC3)cc1 (stereo not given),1%,3%,-2%
Cc1ccc(CCNC(=O)C2CCCN(S(C)(=O)=O)C2)cc1 (stereo not given),8%,2%,7%
CC(=O)c1ccc(NC(=O)CSc2nnc(NC(=O)Nc3ccccc3)s2)cc1,-9%,·,-22%
CC(C)c1ccc(N)c(S(=O)(=O)O)c1,-16%,8%,?
COc1ccccc1NC(=S)NC(=O)CCc1ccccc1,-3%,-11%,-8%
